From PubChem BioAssay
HIF activator – HIF pathway transcriptional activation | U2OS HRE-luciferase reporter, luminescence; normalized: DMSO 0%, desferrioxamine 100% | activation, % at 7.5 µM (by protocol) | hit rate 0.32% among 300,000;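 active = mean activation of at least 10% of the iron chelator positive control signal, with at least half of replicates also reaching 10%; inconclusive = mean and replicate majority disagree about reaching 10%; inactive = mean and most replicates under 10%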
HSF1 activator – increases HSF-1 driven luciferase reporter signal | NIH3T3-HGL HSF-1 luciferase reporter, MG132, 8 h; 100% = twice DMSO control signal | activation, % at 9 µM | hit rate 1.7% among 300,000 | AID 504408;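 active = mean replicate activation of at least 50% with a set share of replicates each reaching 50%; inconclusive = only one of those two conditions met; inactive = mean below 50% and too few replicates reaching it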;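 also: 0% = median of the neutral control wells and 100% = twice that signal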
GSK3A inh – blocks human GSK-3 alpha kinase | AID 2650 | hit rate 0.1% among 320,000 | ADP-Glo luminescence, 60 min | inhibition, % at 10 µM;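 in the data active = inhibition above about 50%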;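 also: GST-tagged GSK-3 alpha with peptide substrate and 25 µM ATP; 0% = DMSO neutral wells and 100% = GW8510 positive control wells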
Target sequence (P49840 whole entry, looked up): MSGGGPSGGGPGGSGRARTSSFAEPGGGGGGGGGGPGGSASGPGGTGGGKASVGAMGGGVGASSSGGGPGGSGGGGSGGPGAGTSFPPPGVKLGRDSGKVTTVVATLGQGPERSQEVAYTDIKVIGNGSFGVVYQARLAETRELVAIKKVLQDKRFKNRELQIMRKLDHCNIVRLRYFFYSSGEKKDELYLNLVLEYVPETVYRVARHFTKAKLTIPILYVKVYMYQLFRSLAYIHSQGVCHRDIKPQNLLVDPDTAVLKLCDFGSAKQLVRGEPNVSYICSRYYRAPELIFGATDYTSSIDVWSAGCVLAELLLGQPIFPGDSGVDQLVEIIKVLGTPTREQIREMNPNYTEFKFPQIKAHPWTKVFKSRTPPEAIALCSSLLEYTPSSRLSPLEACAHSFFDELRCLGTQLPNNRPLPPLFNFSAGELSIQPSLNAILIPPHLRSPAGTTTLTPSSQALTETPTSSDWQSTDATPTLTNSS
IEC-6 cytotox – IEC-6 cytotoxicity, counter-screen for KLF5 inhibitors; hit rate 0.78% among 290,000; luminescence viability; inhibition, % at 5 µM; AID 1825; in the data active = inhibition above about 22%;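 also: 0% = plate median of test compound wells and 100% = cytotoxic reference compound wells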
aSyn UTR inh – 5' untranslated region of α-synuclein, MLPCN primary screen; hit rate 0.82% among 300,000; alpha-synuclein 5'UTR reporter, inhibitor activity; inhibition, % (tested at 7.5 µM); AID 1813; in the data active = inhibition above about 60%; inconclusive = no clear call, values can overlap the other calls;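 also: H4 neuroglioblastoma cells stably carrying SNCA 5'UTR luciferase fusion; 0% = DMSO wells and 100% = positive control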
HSP90 inh – HSP90 refolding inhibition in rabbit reticulocyte lysate | luciferase refolding luminescence, 3 h | inhibition, % at 5.6 µM | hit rate 0.91% among 290,000;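 active = inhibition above the screen-wide mean plus 3 SD, computed separately per campaign, cut at about 16% in these data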;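 also: 0% = DMSO wells and 100% = 60 µM geldanamycin wells; inhibitors lower the luminescence because luciferase stays unfolded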
GSK3B inh – human GSK3beta kinase inhibition; P49841; AID 2097; hit rate 0.038% among 300,000; activity score (negative = inhibition), % at 10 µM; GST-GSK3beta kinase, ADP-Glo luminescence, 60 min; stronger effect = lower value;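 active = more than half of replicate wells score below -50%, meaning over 50% inhibition versus plate controls; inconclusive = some replicates but at most half score below -50%; inactive = no replicate scores below -50%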;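 also: 0% = median DMSO wells and -100% = median GW8510 positive control wells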
Target sequence (P49841 whole entry, looked up): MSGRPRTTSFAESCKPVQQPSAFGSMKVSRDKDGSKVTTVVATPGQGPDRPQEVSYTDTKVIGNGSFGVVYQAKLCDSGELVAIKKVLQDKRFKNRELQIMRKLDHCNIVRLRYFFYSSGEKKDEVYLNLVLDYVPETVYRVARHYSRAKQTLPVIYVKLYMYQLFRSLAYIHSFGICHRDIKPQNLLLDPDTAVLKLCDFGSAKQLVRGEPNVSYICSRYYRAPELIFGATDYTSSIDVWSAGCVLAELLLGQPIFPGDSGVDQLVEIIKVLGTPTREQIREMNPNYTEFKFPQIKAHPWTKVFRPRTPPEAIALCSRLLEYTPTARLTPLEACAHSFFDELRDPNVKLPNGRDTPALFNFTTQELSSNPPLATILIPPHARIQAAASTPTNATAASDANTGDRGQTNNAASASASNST
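Test system: GST-tagged human GSK3beta kinase, cell-free; evaluation: activity score scaled between in-plate DMSO and GW8510 controls; measured by: ADP-Glo luminescence; incubation: 60 min reaction, RT; benchmarks: DMSO and 20 µM GW8510; reagent: peptide substrate plus 25 µM ATP (final); medium: Tris/MgCl2 kinase buffer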
HSF1 inhib – HSF1 inhibition. NIH3T3-HGL HSE-luciferase, MG132-induced, luminescence 8 h; stronger effect = lower value. activity change, negative = inhibition, % at 7.5 µM (by protocol). hit rate 0.77% among 300,000. AID 2098;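 active = more than half of replicate wells show activity change below -50%, luminescence cut by over half; inconclusive = some wells, but at most half, below -50%; inactive = no replicate well below -50%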;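 also: luciferase reports HSF-1 transcriptional activity via heat shock element; 0% = median of DMSO wells and -100% = zero luminescence signal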
KLF5 inh – inhibitors of KLF5 expression. DLD-1 KLF5 promoter-luciferase reporter, luminescence. inhibition, % at 5 µM. hit rate 0.23% among 290,000. AID 1700;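 active = inhibition above a per-plate limit of that plate's mean compound inhibition plus 3 SD, cut at about 60% in these data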;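 also: 0% = DMSO wells and 100% = LY294002 at 200 µM; higher means less KLF5 promoter-driven luciferase light; inactives centre near -14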
AI-2 QS modul – modulates the Vibrio harveyi AI-2 quorum sensing system; AID 2094; hit rate 0.4% among 300,000; activity change, % at 7.5 µM; Vibrio harveyi JMH597 AI-2 luminescence/OD600 ratio, 9 h; stronger effect = lower value; strain lacks LuxN and CqsS sensors; 0 = neutral-control median; in the data active = activity change below about -75%, passing the limit was not always enough; inconclusive = no clear call, values can overlap the other calls;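 also: luminescence divided by OD600 gain over 9 h not by final OD600 alone; inactives centre near 13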
Active calls of the source: *; ? = inconclusive; / = not tested or not shown.

SMILES | HIF activator | HSF1 activator | GSK3A inh | IEC-6 cytotox | aSyn UTR inh | HSP90 inh | GSK3B inh | HSF1 inhib | KLF5 inh | AI-2 QS modul
CC(=O)c1c(C)[nH]c(C(=O)N2CCCC(C)C2)c1C (centres undefined) | 0.3 | 5 | 1 | -1 | -2 | -1 | -2 | -2 | 2 | 15
Cc1cccc(OCCC(=O)NCC(c2ccco2)N2CCCCC2)c1 (centres undefined) | -0.3 | 43 | -1 | 1 | 2 | -4 | -4 | 5 | -29 | 5
CCn1c(SCC(=O)c2ccc(Br)cc2)nnc1C(C)NC(=O)Cc1ccc(OC)cc1 (centres undefined) | -0.3 | 37 | / | -1 | 10 | 3 | 4 | 12 | -10 | 23
Cn1c(=NC(=O)c2ccccc2[N+](=O)[O-])sc2cc(S(C)(=O)=O)ccc21 | 1.4 | 39 | 1 | 5 | -15 | 2 | -5 | 11 | -212 | 2
Cc1ccc(-c2cc(C(=O)N/N=C/c3ccc(Cl)cc3)n[nH]2)o1 | -0.7 | -8 | -1 | 5 | 4 | 13 | / | -1 | -27 | /
CCn1c(CNC(=O)c2ccc(F)cc2)cc2ccccc21 | -0.3 | 23 | -1 | 8 | -36 | -2 | 0 | 14 | -78 | 10
COC(=O)c1ccc(NS(=O)(=O)c2ccc(Cl)cc2)o1 | 0.3 | -7 | -6 | -13 | 19 | -4 | 5 | 2 | -11 | 42
O=C(NC1CC1)C1CCN(C2CCN(C(=O)Cc3ccc(F)cc3)CC2)CC1 | 0.1 | 4 | -1 | -1 | -42 | -5 | 3 | 2 | -19 | 4
CCOc1ccc(S(=O)(=O)NCCc2cn3ccccc3n2)cc1 | -0.3 | -5 | 0 | 0 | 18 | -5 | 4 | -1 | -6 | 15
Cc1cc(CNC(=O)C2CCC(=O)N(CCc3ccc(Cl)cc3)C2)no1 (centres undefined) | 0.6 | 10 | 0 | 1 | -12 | 2 | -2 | 1 | -25 | 12
CCn1cc([N+](=O)[O-])c(C(=O)N2N=C(c3ccc4ccccc4c3)CC2c2ccccc2O)n1 (centres undefined) | 0.8 | -8 | -1 | 2 | 20 | 3 | 3 | -6 | -22 | 20
O=C(c1noc2c1CCCC2)N1CCc2ccccc2C1 | 1.7 | 15 | -1 | 2 | -165 | 3 | 0 | 12 | -97 | 12
N#Cc1cc(-c2ccccc2)cn(Cc2c(Cl)cccc2Cl)c1=O | 0.3 | -39 | -5 | -1 | 23 | 3 | -1 | -21 | -13 | 18
COc1ccc(/C=C2\SC(=Nc3ccccc3)NC2=O)cc1 | 0.2 | -11 | -1 | 0 | -15 | 1 | 2 | -7 | -19 | 24
C=CCSc1nsc(NC(=O)Nc2cccc(C(C)=O)c2)n1 | 3.9 | -20 | 1 | 2 | -34 | -1 | -1 | -20 | -78 | -85*
O=C(CSc1ccc2nnc(-c3ccccc3)n2n1)N1CCCc2ccccc21 | -0.1 | 8 | 28 | -1 | 21 | -1 | 0 | -4 | -9 | 26
O=[N+]([O-])c1cc(S(=O)(=O)Nc2ccccc2)ccc1NCc1ccccc1 | 0.1 | 4 | 0 | -4 | 0 | 2 | 2 | 6 | -9 | 5
Cc1ccc(NC(=O)c2c(C(=O)Nc3ccccc3)sc3nc(C)cc(=O)n23)cc1 | 0.1 | -37 | 0 | -2 | -7 | 0 | -2 | -18 | -5 | 28
Cn1c(CNC(=O)c2ccc(F)cc2)nc2ccccc21 | 0.0 | -2 | -2 | -4 | -7 | -3 | -4 | 1 | 1 | 4
CCOC(=O)COc1ccc(S(=O)(=O)c2ccc(OCC(=O)OCC)cc2)cc1 | -0.2 | -5 | 3 | 3 | 1 | 1 | 2 | -5 | -10 | 25
Cn1c(N)c(C(=O)COc2ccc(Cl)cc2Cl)c(=O)n(C)c1=O | -1.7 | -4 | -1 | 4 | 40 | -4 | 2 | 6 | 0 | 23
COc1cc(OC)cc(-n2nnnc2SCC(=O)NCCc2ccc(OC)c(OC)c2)c1 | 0.4 | -6 | -2 | -2 | 13 | -4 | 0 | -1 | -14 | 24
CC(C)OC(=O)c1cc(=O)[nH]c2ccccc12 | -0.7 | -13 | 1 | 4 | 6 | 2 | -1 | 3 | 15 | 5
C/C(=N\O)C(=O)OC1CC(C)CCC1C(C)C (centres undefined) | -0.7 | -3 | -1 | 0 | -16 | -3 | -4 | -13 | -29 | 15
COc1ccc(-c2ccc(S(=O)(=O)n3nc(OC(=O)c4cccs4)cc3N)cc2)cc1 | -0.2 | 7 | / | -2 | 2 | 10 | 2 | 6 | 0 | 0
Cc1onc(-c2c(F)cccc2Cl)c1C(=O)NCc1ccco1 | 0.0 | 19 | 0 | 4 | 16 | 3 | 1 | 1 | -7 | 25
COC(=O)c1ccc(NC(=S)NN2CCCCC2c2cccnc2)cc1 (centres undefined) | / | / | 4 | 2 | / | 0 | 0 | / | -29 | 30
Cc1ccc(C(=O)NCCONC(=O)c2ccc(C)cc2)cc1 | -0.1 | -10 | -1 | 4 | 9 | -3 | 4 | -6 | -23 | 20
COc1ccc(-c2ccnc3ncnn23)cc1 | -0.3 | 8 | -3 | -6 | 4 | -4 | 1 | 0 | -17 | -9
CC(=O)Nc1ccc2c(c1)nc1n2CCOC1 | -0.3 | 13 | 1 | 3 | 2 | 0 | 1 | -2 | -13 | 14

One compound at a time (already shown). Order of values: HIF activator, HSF1 activator, GSK3A inh, IEC-6 cytotox, aSyn UTR inh, HSP90 inh, GSK3B inh, HSF1 inhib, KLF5 inh, AI-2 QS modul
O=[N+]([O-])c1cc(S(=O)(=O)Nc2ccccc2)ccc1NCc1ccccc1 in the list: 0.1, 4, 0, -4, 0, 2, 2, 6, -9, 5
Cc1ccc(C(=O)NCCONC(=O)c2ccc(C)cc2)cc1 in the list: -0.1, -10, -1, 4, 9, -3, 4, -6, -23, 20
O=C(c1noc2c1CCCC2)N1CCc2ccccc2C1 in the list: 1.7, 15, -1, 2, -165, 3, 0, 12, -97, 12
COc1cc(OC)cc(-n2nnnc2SCC(=O)NCCc2ccc(OC)c(OC)c2)c1 in the list: 0.4, -6, -2, -2, 13, -4, 0, -1, -14, 24
COc1ccc(/C=C2\SC(=Nc3ccccc3)NC2=O)cc1 in the list: 0.2, -11, -1, 0, -15, 1, 2, -7, -19, 24

In another format: results already given.
SMILES	HIF activator	HSF1 activator	GSK3A inh	IEC-6 cytotox	aSyn UTR inh	HSP90 inh	GSK3B inh	HSF1 inhib	KLF5 inh	AI-2 QS modul
CCOC(=O)COc1ccc(S(=O)(=O)c2ccc(OCC(=O)OCC)cc2)cc1	-0.2	-5	3	3	1	1	2	-5	-10	25
COc1ccc(-c2ccc(S(=O)(=O)n3nc(OC(=O)c4cccs4)cc3N)cc2)cc1	-0.2	7	/	-2	2	10	2	6	0	0

Following part
SMILES | HIF activator | HSF1 activator | GSK3A inh | IEC-6 cytotox | aSyn UTR inh | HSP90 inh | GSK3B inh | HSF1 inhib | KLF5 inh | AI-2 QS modul
CC1CCCCN1C(=O)CNCc1ccc(F)cc1 (centres undefined) | 2.4 | 26 | 1 | -2 | -26 | 2 | 5 | -2 | -48 | 7
CN(CC(=O)Nc1cccc(F)c1)C(=O)C1CSC2(C)CCC(=O)N12 (centres undefined) | -44 | 1 | 4 | / | -20 | / | -2 | 0 | / | 13
COC(=O)Cn1nnc(N2CCOCC2)n1 | -0.5 | 29 | -1 | -4 | 8 | 1 | 1 | 0 | -15 | 6
Nc1cccc2c3c(oc12)CCCC3 | -0.3 | -4 | -1 | 2 | -4 | -1 | -1 | -9 | 0 | 10
Cc1ccc(C(=O)COC(=O)CSc2cccc3cccnc23)c(C)c1 | -0.1 | -10 | 0 | -4 | 8 | 2 | / | 2 | -16 | /
O=C(O)/C=C\C(=O)Nc1ccccc1C(=O)NCc1ccccc1 | -24 | 2 | 0 | 6 | -8 | 0 | 2 | 6 | -1 | 15
COC(=O)/C(=C\C=C\c1ccccc1)NC(=O)c1ccccc1 | 0.3 | -2 | 0 | 5 | 20 | -1 | 2 | -3 | -39 | 14
O=C1NC(=S)S/C1=C\c1ccc(SCc2ccccc2)o1 | / | / | 6 | -20 | / | 3 | / | / | -20 | /
Cc1csc(NC(=O)CSc2nncn2C)n1 | 0.0 | 11 | 3 | 0 | -15 | -5 | -1 | 1 | 4 | 46
CCN(CCn1cccn1)Cc1cn[nH]c1-c1ccc(OC)cc1F | -0.5 | -9 | 2 | 4 | 19 | -1 | 2 | -9 | -10 | 13
Cn1nc(-c2ccccc2)c(CSc2cccc(Cl)c2)c1Cl | 3.3 | 6 | -2 | -5 | -14 | -2 | 0 | 1 | -13 | 10
Cn1c(Cn2nnc3ccccc32)nnc1SCC(N)=O | -0.4 | -4 | 0 | 5 | 2 | 5 | 2 | -2 | 9 | 5
Cc1nc(N)ncc1Sc1ccccc1 | 0.4 | 20 | 1 | -2 | 22 | -1 | -5 | 1 | -32 | 2
CC(C)(C)c1cccc(OCCCSc2ncccn2)c1 | 0.5 | 28 | 1 | 2 | -23 | 2 | 1 | -4 | -9 | -9
CCN(CC)C(C(=O)Nc1ccc(C(C)C)cc1)c1ccc2c(c1)OCO2 (centres undefined) | 0.3 | 29 | -4 | 6 | -1 | 3 | 0 | 11 | 9 | 12
CCOC(=O)c1sc2nc(CC(=O)OC)nc(N(C)CCc3ccccn3)c2c1C | -0.4 | 4 | -2 | 0 | -13 | 2 | -3 | 4 | -32 | -3
Cc1ccc(S(=O)(=O)N2CCC(C)CC2)cc1[N+](=O)[O-] | -0.2 | -63 | / | -1 | 8 | 1 | 2 | ? | -9 | 26
CC(=O)c1ccc(N2CCN(S(=O)(=O)c3c(C)[nH]c(=O)[nH]c3=O)CC2)cc1 | 0.0 | -5 | 9 | 6 | -7 | 3 | 5 | -6 | -17 | 13
COC(=O)Nc1ccccc1C(=O)N1CCN(c2ccc(C)cc2)CC1 | 1.1 | 13 | -2 | -4 | -53 | 0 | 0 | 6 | 29 | 22
O=C(C1CCCN1S(=O)(=O)c1cccc2nsnc12)N1CCN(c2ccc(F)cc2)CC1 (centres undefined) | -0.3 | -11 | / | -7 | -9 | 2 | 0 | 2 | 0 | 11
Cc1ccc(C(=S)N2CCCCCC2)cc1 | 1.0 | -2 | -1 | -2 | -7 | 2 | -2 | -5 | -12 | 8
O=C(CSc1nccc(=O)[nH]1)N1c2ccccc2CCc2ccccc21 | / | -3 | 0 | -1 | -14 | -5 | -1 | -6 | -14 | 32
